Screens as filed in PubChem BioAssay.
USP2a inh = inhibitors of human ubiquitin-specific protease USP2a | O75604 | USP2a enzymatic assay, qHTS inhibition | Potency, µM (highest dose often 38.3 µM), for inactives: top-dose activity change, negative = inhibition, hits mostly inhibitors | 60,000 compounds, 0.1% hits | AID 927;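 further: potency means the concentration at half of the fitted maximal effect; nearly all actives have a fitted effect of over 60% in size; plate controls were DMSO for no effect and NEM full inhibition control for full effect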
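USP2 core (20 nM final) was preincubated with compound for 30 min at RT in 20 mM Tris-HCl pH 8.0, 2 mM CaCl2, 2 mM beta-mercaptoethanol; Ub-PLA2 (20 nM) plus NBD C6-HPC (20 uM) then added, fluorescence read after 2.5 h.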
Caspase-1 inhib = caspase-1 (human) inhibition, allosteric or competitive. P29466. Caspase-1 enzyme, Ac-WEHD-AFC fluorogenic rate. Potency, µM (highest dose often 57.5 µM), without a hit: top-dose activity change, negative = inhibition, most hits filed as inhibitors. 75,000 compounds, 0.03% hits. AID 900;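 further: potency means the concentration at half of the fitted maximal effect; plate controls were vehicle for no effect and no substrate for full effect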
ALOX15 inhib = inhibitors of human 15-lipoxygenase (ALOX15). purified 15hLO-1, xylenol orange hydroperoxide absorbance. Potency, µM (doses to about 57.1 µM), for inactives: at the top dose activity change, negative = inhibition, hits mostly inhibitors. 74,000 compounds, 1.4% hits. AID 887; further: potency means the concentration at half of the fitted maximal effect; on the % scale 0 is the no-effect control and ±100 the full control effect; nearly all actives have a fitted effect of over 55% in size
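Purified human 15hLO-1 (40 nM) in 25 mM Hepes pH 7.5, 0.01% Triton X-100, preincubated 15 min RT with compound, then 50 uM arachidonic acid for 6 min. Hydroperoxide read by ferrous/xylenol orange, 30 min; 573/405 nm absorbance ratio gave progress.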
BRCT inh red = BRCT-phosphoprotein interaction inhibition (red fluorophore); BRCT-phosphopeptide binding, red fluorescence polarization; AID 892; 75,000 compounds, 0.03% hits; Potency, µM (series often up to 76.9 µM), for the others: top-dose activity change, negative = inhibition, most hits filed as inhibitors; P38398; further: on the % scale 0 is the no-effect control and ±100 the full control effect
Target sequence (P38398 whole entry, looked up): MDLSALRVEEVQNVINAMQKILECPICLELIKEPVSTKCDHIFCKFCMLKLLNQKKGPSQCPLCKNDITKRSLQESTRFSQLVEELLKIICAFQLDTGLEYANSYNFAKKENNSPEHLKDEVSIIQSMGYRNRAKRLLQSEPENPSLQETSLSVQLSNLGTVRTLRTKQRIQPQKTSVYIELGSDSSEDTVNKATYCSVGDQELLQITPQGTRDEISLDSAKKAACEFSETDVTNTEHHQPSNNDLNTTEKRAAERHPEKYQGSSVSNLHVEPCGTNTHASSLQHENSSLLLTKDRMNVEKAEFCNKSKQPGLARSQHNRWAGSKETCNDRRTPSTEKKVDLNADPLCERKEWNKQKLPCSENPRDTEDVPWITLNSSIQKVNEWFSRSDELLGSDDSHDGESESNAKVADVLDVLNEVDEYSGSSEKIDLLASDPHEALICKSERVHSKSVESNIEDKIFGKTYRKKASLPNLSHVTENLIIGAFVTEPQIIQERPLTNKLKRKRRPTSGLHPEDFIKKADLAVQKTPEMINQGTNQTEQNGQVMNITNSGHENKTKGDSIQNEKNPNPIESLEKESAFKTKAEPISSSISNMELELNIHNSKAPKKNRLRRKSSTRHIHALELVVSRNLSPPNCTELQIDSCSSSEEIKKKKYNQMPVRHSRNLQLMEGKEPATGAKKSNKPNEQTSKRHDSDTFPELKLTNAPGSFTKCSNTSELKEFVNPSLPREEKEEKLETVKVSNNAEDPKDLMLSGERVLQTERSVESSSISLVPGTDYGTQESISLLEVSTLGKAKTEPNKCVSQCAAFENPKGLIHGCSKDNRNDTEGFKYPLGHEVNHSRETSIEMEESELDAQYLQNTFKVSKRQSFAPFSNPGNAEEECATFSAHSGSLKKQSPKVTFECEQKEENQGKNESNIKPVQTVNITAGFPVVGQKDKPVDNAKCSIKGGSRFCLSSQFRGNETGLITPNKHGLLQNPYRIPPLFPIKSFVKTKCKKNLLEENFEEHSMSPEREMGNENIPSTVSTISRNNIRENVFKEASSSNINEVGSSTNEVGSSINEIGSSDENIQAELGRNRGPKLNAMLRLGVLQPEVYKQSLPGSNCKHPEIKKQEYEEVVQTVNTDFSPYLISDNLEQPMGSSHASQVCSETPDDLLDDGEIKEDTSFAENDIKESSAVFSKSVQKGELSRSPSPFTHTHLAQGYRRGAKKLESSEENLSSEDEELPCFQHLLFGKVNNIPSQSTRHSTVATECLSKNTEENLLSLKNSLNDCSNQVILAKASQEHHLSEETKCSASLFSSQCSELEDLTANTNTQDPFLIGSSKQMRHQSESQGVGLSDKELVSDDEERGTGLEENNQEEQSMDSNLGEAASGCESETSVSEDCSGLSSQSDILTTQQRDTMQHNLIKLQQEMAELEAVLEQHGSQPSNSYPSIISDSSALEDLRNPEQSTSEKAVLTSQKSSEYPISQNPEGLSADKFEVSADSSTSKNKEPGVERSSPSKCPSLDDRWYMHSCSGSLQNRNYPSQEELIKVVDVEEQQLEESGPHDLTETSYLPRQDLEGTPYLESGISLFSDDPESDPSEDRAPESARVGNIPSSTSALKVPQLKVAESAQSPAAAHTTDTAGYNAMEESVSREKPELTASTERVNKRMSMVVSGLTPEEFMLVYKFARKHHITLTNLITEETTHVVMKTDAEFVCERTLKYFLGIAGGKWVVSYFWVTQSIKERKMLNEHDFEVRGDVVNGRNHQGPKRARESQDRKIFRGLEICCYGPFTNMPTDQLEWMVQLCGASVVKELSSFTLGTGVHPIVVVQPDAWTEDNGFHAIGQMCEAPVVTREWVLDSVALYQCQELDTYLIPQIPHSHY
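Rhodamine-labelled pBACH1 10-mer (100 nM) bound to BRCT domain (100 nM) at pH 7.3; compounds incubated 12 min room temperature, polarization read. Free peptide defines full inhibition; unlabelled decapeptide titrated as control.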
Tau fil binding = binds recombinant human tau filaments; Potency, µM (titrated, usually from 57.1 µM), for inactives: at the top dose activity change, negative = inhibition; P10636; 71,000 compounds, 2% hits; recombinant tau filaments, thioflavin S fluorescence, 15 h; filaments grown with octadecylsulfate alongside compound;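 further: potency means the concentration at half of the fitted maximal effect; on the % scale 0 is the no-effect control and ±100 the full control effect; actives lower thioflavin S fluorescence by blocking filaments or displacing dye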
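Tau 2 uM in ThS buffer dispensed; compound added; 60 uM ODS added (finals 1 uM tau, 30 uM ODS); 15 h 37 C; fluor ex450/em510.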
HADH2 inh = HADH2 (human) dehydrogenase inhibition; recombinant HADH2, NADH fluorescence, beta-hydroxybutyryl-CoA; Potency, µM (series often up to 57.1 µM), for the others: at the highest dose activity change, negative = inhibition, most hits filed as inhibitors; 73,000 compounds, 3.4% hits; further: potency means the concentration at half of the fitted maximal effect; on the % scale 0 is the no-effect control and ±100 the full control effect; nearly all actives have a fitted effect of over 60% in size; many of its hits are not listed in these tables
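Activity measured as NADH fluorescence gain (360/450 nm), taken as the change between first and last reads of a 4-min kinetic run. Conditions: pH 9.0 Tris buffer, 20 nM E. coli-expressed His-tagged enzyme, 1 mM NAD+, 90 uM beta-hydroxybutyryl-CoA; 15-min compound preincubation.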
DNA Pol III inh = inhibitors of bacterial DNA polymerase III holoenzyme | reconstituted DNA polymerase III holoenzyme replication, biochemical | 71,000 compounds, 0.25% hits | AID 603 | Potency, µM (series often up to 57.1 µM), for inactives: at the top dose activity change, negative = inhibition; further: potency means the concentration at half of the fitted maximal effect; on the % scale 0 is the no-effect control and ±100 the full control effect
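Reconstituted *E. coli* holoenzyme (0.35 nM Pol III, 1 nM beta, 154 nM SSB, 2 nM primase) was preincubated with compound for 15 min at RT. Synthesis on 1.4 nM ssM13Gori ran 35 min, then was stopped with PicoGreen/EDTA and read as dsDNA fluorescence.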
Casp7 inh = allosteric or competitive inhibitors of human caspase-7 | P55210 | recombinant caspase-7, Ac-DEVD-AFC fluorescence rate | Potency, µM (highest dose often 57.5 µM), for the others: at the highest dose activity change, negative = inhibition, hits mostly inhibitors | 75,000 compounds, 0.02% hits | AID 889; active means well fitted inhibition curve with a large enough effect in the main read-out, with a control signal flat, not every such curve was filed as active; inconclusive means small, poorly fitted or top-dose-only effect, or a change in a side signal; further: potency means the concentration at half of the fitted maximal effect; % of control where 0% means no effect
Rhodamine fluor = compound fluoresces in the rhodamine spectral region; Rhodamine-region fluorescence, 547/598 nm, Tris buffer; active compounds read high; max dye-equivalent concentration, M; 59,000 compounds, 0.05% hits; in the data active means max dye-equivalent concentration above about 11 nM; inconclusive means between about 1.1 nM and that limit
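Compound fluorescence in 100 mM Tris, pH 8.0, read after 15 min at room temperature with 547 nm excitation and 598 nm emission. Output is dye-equivalent concentration from an on-plate rhodamine standard series.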
BRCT PPI green = inhibitors of human BRCA1 BRCT-phosphoprotein interaction (green fluorophore); P38398; 75,000 compounds, 0.05% hits; BRCA1 BRCT-phosphopeptide binding, green fluorescence polarization; Potency, µM (series often up to 76.9 µM), without a hit: at the top dose activity change, negative = inhibition, most hits filed as inhibitors;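 further: potency means the concentration at half of the fitted maximal effect; plate controls were peptide without protein for full effect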
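Fluorescence polarization: His-tagged BRCT (~35 kDa BRCA1 C-terminus, 250 nM) bound to 100 nM fluorescein-labeled phosphorylated 10-aa BACH1 peptide, pH 7.3 phosphate buffer with DTT and Tween 20. Compounds incubated 12 min at room temperature; inhibition read as lowered polarization.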
HEK293 cAMP ctrl = counter-screen for TSHR agonists: cAMP increase in parental HEK293. parental HEK293 CNG cAMP sensor, membrane potential fluorescence. Potency, µM (doses to about 57.1 µM), for the others: top-dose activation, hits mostly activators. 73,000 compounds, 2.5% hits. AID 938; further: potency means the concentration at half of the fitted maximal effect; % of control where 0% means no effect; nearly all actives have a fitted effect of over 55% in size
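Parental HEK 293 cells stably expressing a cAMP-gated CNG channel were loaded with membrane potential dye containing 100 uM RO 20-1724 for 60 min. Compound added for 30 min; depolarization read as fluorescence intensity at 590 nm.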
The depositor's hits bear a star; [ ] = dose if it differs, or a comment. Unless noted, the call rests on the fitted dose curve; in most records, active means well fitted curve in the direction sought with a large enough effect; inconclusive means small, poorly fitted or top-dose-only effect, or another doubt; inactive means no such curve, though single readings can be large; an effect the other way counts as inactive or inconclusive.

For CCOc1ccccc1NC(=O)c1cc(S(=O)(=O)N2CCC3(CC2)OCCO3)ccc1F the results were USP2a inh 4%, Caspase-1 inhib 0%, ALOX15 inhib 3%, BRCT inh red -0.4%, Tau fil binding 20%, HADH2 inh 6%, DNA Pol III inh -1%, Casp7 inh -1%, Rhodamine fluor inactive, BRCT PPI green -1.0% and HEK293 cAMP ctrl inconclusive.
Screening O=C(C1CCN(C2CC(=O)N(c3ccc(Cl)cc3)C2=O)CC1)N1CCOCC1 (stereo not drawn) returned USP2a inh 6%, Caspase-1 inhib 2%, ALOX15 inhib -1%, BRCT inh red 1.6%, Tau fil binding 8%, HADH2 inh -3%, DNA Pol III inh 5%, Casp7 inh 1%, Rhodamine fluor inactive, BRCT PPI green -1.3% and HEK293 cAMP ctrl -1%.
For CCOC(=O)N1CCC(n2c(=S)[nH]c3cc(OCC)c(OCC)cc3c2=O)CC1 the results were USP2a inh 10%, Caspase-1 inhib 2%, ALOX15 inhib -1%, BRCT inh red -0.4%, Tau fil binding -13%, HADH2 inh 15%, DNA Pol III inh 6%, Casp7 inh -1%, Rhodamine fluor inactive, BRCT PPI green -3.2% and HEK293 cAMP ctrl -6%.
`C/C(NCCCn1ccnc1)=C(\C#N)C(N)=O` gave USP2a inh -4%, Caspase-1 inhib -2%, ALOX15 inhib 12%, BRCT inh red 0.0%, Tau fil binding 8%, HADH2 inh 11%, DNA Pol III inh 1%, Casp7 inh 2%, Rhodamine fluor inactive, BRCT PPI green 0.1% and HEK293 cAMP ctrl 10%.
Screening O=c1o[nH]c(-c2ccccc2)c1C1=NCCCCC1 returned USP2a inh 1%, Caspase-1 inhib -1%, ALOX15 inhib -26%, BRCT inh red -0.4%, Tau fil binding -3%, HADH2 inh 3%, DNA Pol III inh 0%, Casp7 inh -1%, Rhodamine fluor inactive, BRCT PPI green -0.6% and HEK293 cAMP ctrl inconclusive.
Screening CCN(CC)S(=O)(=O)c1cccc(-c2nnc(SCCCC(=O)c3ccc(F)cc3)o2)c1 returned USP2a inh -1%, Caspase-1 inhib -2%, ALOX15 inhib -6%, BRCT inh red 0.3%, Tau fil binding 59%, HADH2 inh -2%, DNA Pol III inh 7%, Casp7 inh -3%, Rhodamine fluor inactive, BRCT PPI green 0.2% and HEK293 cAMP ctrl inconclusive.
Screening O=C(C1CCCN(S(=O)(=O)c2ccc(Cl)cc2)C1)N(Cc1cccs1)C1CC1 (stereo not drawn) returned USP2a inh -2%, Caspase-1 inhib -4%, ALOX15 inhib inconclusive, BRCT inh red -1.6%, Tau fil binding -9%, HADH2 inh -1%, DNA Pol III inh -6%, Casp7 inh 0%, Rhodamine fluor inactive, BRCT PPI green -0.6% and HEK293 cAMP ctrl inconclusive.
CCN(CC)CCN=C1CCCc2ccccc2N1 was read as USP2a inh -7%, Caspase-1 inhib 2%, ALOX15 inhib 12%, BRCT inh red 1.0%, Tau fil binding -8%, HADH2 inh 10%, DNA Pol III inh 4%, Casp7 inh -1%, BRCT PPI green -2.2% and HEK293 cAMP ctrl 12%.
For CC(NC(=O)c1ccc(NS(C)(=O)=O)cc1)c1ccccc1 (stereo not drawn) the results were USP2a inh -4%, Caspase-1 inhib -1%, ALOX15 inhib -1%, BRCT inh red 0.2%, Tau fil binding -10%, HADH2 inh -15%, DNA Pol III inh -5%, Casp7 inh -1%, Rhodamine fluor inactive, BRCT PPI green 0.3% and HEK293 cAMP ctrl 8%.
Screening COc1ccc(C2C3=C(N=C4SCC(=O)N42)c2ccccc2CC3)cc1 (stereo not drawn) returned USP2a inh 35%[activator], Caspase-1 inhib -3%, ALOX15 inhib -24%, BRCT inh red 1.6%, Tau fil binding -15%, HADH2 inh -13%, DNA Pol III inh -6%, Casp7 inh -8%, Rhodamine fluor inactive, BRCT PPI green -1.8% and HEK293 cAMP ctrl inconclusive.
For Cc1cccc(C)c1NC(=O)CSc1nnc([C@H](C)NC(=O)OC(C)(C)C)o1 the results were USP2a inh 12%, Caspase-1 inhib -2%, ALOX15 inhib 4%, BRCT inh red 0.9%, Tau fil binding 6%, HADH2 inh inconclusive, DNA Pol III inh -7%, Casp7 inh 0%, Rhodamine fluor inactive, BRCT PPI green -2.2% and HEK293 cAMP ctrl 2%.
`CCC(C)NC(=O)C1CN(S(=O)(=O)c2ccccc2)CCN1S(=O)(=O)c1ccccc1` (stereo not drawn) gave USP2a inh 8%, Caspase-1 inhib 0%, ALOX15 inhib 0%, BRCT inh red -0.5%, Tau fil binding 0%, HADH2 inh -2%, DNA Pol III inh 0%, Casp7 inh 3%, BRCT PPI green -1.2% and HEK293 cAMP ctrl 14%.
CSC1=NCCN1C(=O)C(C)(C)Oc1ccc(Cl)cc1 was read as Caspase-1 inhib -3%, ALOX15 inhib -5%, BRCT inh red 0.1%, Tau fil binding -23%, HADH2 inh 4%, DNA Pol III inh -1%, Casp7 inh -1%, BRCT PPI green 0.9% and HEK293 cAMP ctrl 9%.
Screening O=C(CSC1=NCCS1)Nc1nc(-c2ccccc2)cs1 returned USP2a inh 38%[activator], Caspase-1 inhib 0%, ALOX15 inhib -13%, BRCT inh red -0.6%, Tau fil binding -6%, HADH2 inh -17%, DNA Pol III inh -2%, Casp7 inh -2%, BRCT PPI green -0.7% and HEK293 cAMP ctrl inconclusive.
`C[C@@H]1C=CCC(=O)OC[C@H](C)C(=O)OC[C@H]2O[C@H]1C=C[C@H]2O` gave Caspase-1 inhib 2%[11.5 µM], ALOX15 inhib 1%[11.4 µM], BRCT inh red 2.1%[15.4 µM], HADH2 inh 2%[11.4 µM], Casp7 inh -2%[11.5 µM], BRCT PPI green 0.8%[15.4 µM] and HEK293 cAMP ctrl 0%[11.4 µM].
For CC(C)(C)NC(=O)CSc1nnc(-c2ccco2)n1Cc1ccco1 the results were USP2a inh 8%, Caspase-1 inhib -1%, ALOX15 inhib -2%, BRCT inh red -0.1%, Tau fil binding 1%, HADH2 inh -1%, DNA Pol III inh -7%, Casp7 inh -1%, Rhodamine fluor inactive, BRCT PPI green 0.1% and HEK293 cAMP ctrl 27%.
`COc1ccccc1NC(=O)CCC(=O)Nc1nnc(C(F)(F)F)s1` gave USP2a inh 10%, Caspase-1 inhib 2%, ALOX15 inhib -1%, BRCT inh red 0.8%, Tau fil binding 2%, HADH2 inh inconclusive, DNA Pol III inh -9%, Casp7 inh 0%, Rhodamine fluor inactive, BRCT PPI green -3.5% and HEK293 cAMP ctrl 8%.
`COc1cc(NC(=O)CSc2nnc(C)s2)cc(OC)c1` gave USP2a inh -5%, Caspase-1 inhib 2%, ALOX15 inhib -18%, BRCT inh red -1.1%, Tau fil binding 4%, HADH2 inh -7%, DNA Pol III inh -1%, Casp7 inh -1%, Rhodamine fluor inactive, BRCT PPI green -1.8% and HEK293 cAMP ctrl -9%.
Screening O=S(=O)(c1ccccc1)N1CCC2(CCN(C(c3ccccc3)c3ccccc3)CC2)CC1 returned USP2a inh 100%[activator], Caspase-1 inhib -5%, ALOX15 inhib -5%, BRCT inh red -2.5%, Tau fil binding 2%, HADH2 inh 6%, DNA Pol III inh 6%, Casp7 inh -5%, Rhodamine fluor inactive, BRCT PPI green -3.6% and HEK293 cAMP ctrl 5%.
Screening Cc1ccc(CSc2nnc(-c3ccco3)n2N)cc1 returned USP2a inh -5%, Caspase-1 inhib -1%, ALOX15 inhib -2%, BRCT inh red -0.6%, Tau fil binding 6%, HADH2 inh -3%, DNA Pol III inh -2%, Casp7 inh -1%, Rhodamine fluor inactive, BRCT PPI green -0.3% and HEK293 cAMP ctrl 6%.
Screening CCC(=O)Nc1ccc2c(c1)C(=O)N(C1CCCCC1)C2=O returned USP2a inh 12%, Caspase-1 inhib -1%, ALOX15 inhib 2%, BRCT inh red 0.9%, Tau fil binding 1%, HADH2 inh inconclusive, DNA Pol III inh -6%, Casp7 inh -2%, Rhodamine fluor inactive, BRCT PPI green -4.6% and HEK293 cAMP ctrl -13%.
`Brc1ccc(-c2ccccc2)cc1` gave Caspase-1 inhib 3%, ALOX15 inhib -5%, BRCT inh red -3.0%, Tau fil binding -22%, HADH2 inh 1%, DNA Pol III inh 7%, Casp7 inh 2%, BRCT PPI green -4.1% and HEK293 cAMP ctrl 9%.
`COC(=O)c1cc2c([nH]c3ccccc32)c(C)n1` gave USP2a inh 28%, Caspase-1 inhib -3%, ALOX15 inhib -41%, BRCT inh red -6.8%, Tau fil binding 14%, HADH2 inh inconclusive, DNA Pol III inh -6%, Casp7 inh 2%, Rhodamine fluor inactive, BRCT PPI green 8.5% and HEK293 cAMP ctrl 5%.

An excerpt. The share of hits here may be higher or lower than overall.
